# Screening data from PubChem BioAssay.
# FN deposition inh: inhibitors of fibronectin matrix deposition, primary screen, AH1F cells, Alexa488-fibronectin fluorescence, plate reader. AH1F fibroblasts, overnight. inhibition, % at 12.6 µM. actives 0.086% (n = 350,000). AID 743247, 2014;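 active = mean inhibition across replicates of 30% or more, regardless of how many single replicates reach that level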;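 also: positive control wells lacked labelled fibronectin entirely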
#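 Test system: AH1F fibroblast monolayer depositing Alexa488-labelled fibronectin into matrix. Input: 10000 cells per well. Technique: fluorescence, ex 485 nm, em 525 nm. Buffer or medium: DMEM plus 2% serum, read in PBS. Timing: 1 h cell adhesion before compound, then overnight fibronectin incubation. Compound: single dose, pinned. Read-out basis: inhibition from reduced deposited-fibronectin fluorescence.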
# PglD inh: C. jejuni PglD acetyltransferase inhibitors, primary screen, biochemical, DTNB colorimetric, single point; UDP-N-acetylbacillosamine N-acetyltransferase PglD (Campylobacter jejuni); purified PglD enzyme, DTNB colorimetric CoA detection; inhibition, % at 12.5 µM; actives 0.098% (n = 360,000); AID 602405, 2012; in the data active = inhibition above about 16%, passing the limit was not always enough; also: strong numbers were not always called active
# S100A4 MyoIIA: inhibitors of S100A4-myosin IIA peptide binding, primary screen, biochemical, fluorescence polarization, TAMRA-MyoIIA peptide; Protein S100-A4 (Homo sapiens), P26447; inhibition, % at 10.7 µM; actives 0.14% (n = 360,000); AID 652163, 2013;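 active = mean inhibition of at least 70% across replicates, with every replicate also reaching that level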
# Target sequence (P26447 whole entry, looked up): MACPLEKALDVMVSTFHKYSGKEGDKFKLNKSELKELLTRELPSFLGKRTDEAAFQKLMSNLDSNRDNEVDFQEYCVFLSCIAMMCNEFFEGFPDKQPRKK
#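 Material: S100A4 monomer (human). Medium: Calcium-containing HEPES buffer, pH 7.2. Probe or stimulus: labelled myosin peptide probe, 5 nM. Compound dosing: one concentration per compound. Timing: polarization read 5 min after assay mix addition, stable 5–60 min. Benchmarks: DMSO as neutral control, TFP as positive control.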
# PAX8 reporter: inhibitors of PAX8-driven TPO luciferase reporter, primary screen, RMG-I cells, single concentration. actives 1.2% (n = 360,000). AID 652154, 2013. inhibition, % at 12.6 µM. SteadyGlo, 24 h;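 active = mean replicate inhibition at least 60% with every replicate also reaching 60%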;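 also: luciferase light reporting Pax8 driven TPO promoter activity; plate controls were median of neutral control wells for no effect and mitoxantrone controls for full effect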
# LGR2 inh: inhibitors of bursicon-induced LGR2 CRE-luciferase signal, primary screen, cell-based, HEK293, CRE-luciferase reporter, bursicon stimulation | bursicon-stimulated, 4 h | Drosophila bursicon receptor LGR2 (rickets) | inhibition, % at 9.99 µM | actives 0.35% (n = 380,000);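 active = drop in luminescence signal, shown as inhibition above about 50% in the replicate tests, limit read from the data, passing the limit was not always enough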;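 also: agonist challenge used bursicon conditioned medium at about half maximal strength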
# PGC1a acetyl inh: inhibitors of PGC1a acetylation signal, primary screen, cell-based, U2OS, AlphaScreen, inhibitor mode. AlphaScreen anti-acetyl-lysine; with virally co-expressed GCN5 acetyltransferase. inhibition, % at 15.6 µM. actives 0.17% (n = 350,000). AID 651687, 2012;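 active = every replicate shows inhibition of at least 40%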;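 also: 0% = neutral control wells and 100% = positive control wells; some results beyond the cut were filed as inactive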
# ERAP1 inh: human ERAP1 aminopeptidase inhibitors, primary screen, biochemical, single point, plate reader; actives 0.15% (n = 340,000); Endoplasmic reticulum aminopeptidase 1 (Homo sapiens), Q9NZ08; inhibition, % at 10.7 µM; AID 652197, 2013; recombinant ERAP1, Leu-AMC fluorescence, 60 min;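 active = mean replicate inhibition of at least 30%, or all replicates individually reaching that 30% level; inactive = mean below 30% and not every replicate reaching it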;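 also: 0% = neutral control wells and 100% = L-leucinethiol positive control wells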
# Target sequence (Q9NZ08 whole entry, looked up): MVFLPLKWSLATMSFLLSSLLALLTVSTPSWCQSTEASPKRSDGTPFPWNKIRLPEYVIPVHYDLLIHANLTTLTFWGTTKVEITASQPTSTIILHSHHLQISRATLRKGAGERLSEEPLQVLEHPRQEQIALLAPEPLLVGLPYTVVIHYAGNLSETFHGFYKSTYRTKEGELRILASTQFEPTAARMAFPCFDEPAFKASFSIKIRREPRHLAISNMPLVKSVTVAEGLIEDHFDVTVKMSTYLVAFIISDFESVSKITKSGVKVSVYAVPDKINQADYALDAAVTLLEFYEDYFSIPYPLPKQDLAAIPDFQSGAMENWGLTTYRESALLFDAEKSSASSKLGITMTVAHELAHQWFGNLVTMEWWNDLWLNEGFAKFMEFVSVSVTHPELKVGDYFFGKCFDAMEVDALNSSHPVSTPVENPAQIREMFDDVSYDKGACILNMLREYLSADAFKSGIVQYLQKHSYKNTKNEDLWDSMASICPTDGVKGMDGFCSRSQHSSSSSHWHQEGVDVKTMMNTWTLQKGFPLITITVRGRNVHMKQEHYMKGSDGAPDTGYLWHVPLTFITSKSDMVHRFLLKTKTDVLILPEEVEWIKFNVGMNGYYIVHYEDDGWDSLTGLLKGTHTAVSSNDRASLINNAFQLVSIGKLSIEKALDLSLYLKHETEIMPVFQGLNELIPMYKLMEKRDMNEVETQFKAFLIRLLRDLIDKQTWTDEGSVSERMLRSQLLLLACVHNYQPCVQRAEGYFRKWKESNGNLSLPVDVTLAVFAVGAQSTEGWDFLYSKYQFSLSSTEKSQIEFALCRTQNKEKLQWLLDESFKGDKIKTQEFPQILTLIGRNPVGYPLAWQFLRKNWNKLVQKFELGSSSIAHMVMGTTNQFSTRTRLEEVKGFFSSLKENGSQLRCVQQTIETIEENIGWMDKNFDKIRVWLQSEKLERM
# EWS-Fli inh: EWS/Fli-driven NR0B1 reporter inhibitors, primary screen, A673 cells, NR0B1 luciferase, luminescence, MLPCN library | viability-normalised | actives 0.67% (n = 350,000) | inhibition, % at 12.6 µM | AID 651661, 2012;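 active = mean inhibition of at least 50% after viability correction, with every replicate also passing that limit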;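 also: firefly luciferase signal divided by Alamar Blue viability fluorescence both relative to DMSO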
# An asterisk follows results filed as active; / = no result given.
# Sample of the layout (11 entries):
SMILES,FN deposition inh,PglD inh,S100A4 MyoIIA,PAX8 reporter,LGR2 inh,PGC1a acetyl inh,ERAP1 inh,EWS-Fli inh
COc1cccc(S(=O)(=O)N[C@@H]2CC[C@@H](CC(=O)NC3CCC3)O[C@@H]2CO)c1,/,-1,-2,-4,-15,3,-1,0
C=C(C)C(=O)OC1(C(F)(F)F)Oc2cc(C)ccc2NC1=O (centres undefined),-8,0,/,93*,/,-23,/,/
C[C@H](CO)N1C[C@H](C)[C@@H](CN(C)C(=O)c2cccnc2)Oc2ncc(C#CCN(C)C)cc2C1=O,7,0,0,/,-2,0,2,-13
C[C@@H]1CN([C@H](C)CO)C(=O)c2cc(NC(=O)c3ccccc3)ccc2O[C@@H](C)CCCCO[C@H]1CN(C)S(C)(=O)=O,/,/,/,-13,-18,-4,/,-5
Cc1cc(C)n(-c2ccc(C(=O)NCc3ccc4c(c3)OCO4)cc2)n1,-2,-5,/,-20,/,-5,/,/
CCOC(=O)C(Sc1cc(-c2ccccc2)nc2ncnn12)C(C)=O (centres undefined),3,/,-6,-15,7,1,/,5
C=CCn1c(=O)/c(=C/c2ccc(C)o2)s/c1=C(/C#N)C(=O)c1ccccc1,-4,4,/,-9,/,15,/,/
O=S(=O)(Nc1cccc(-c2cn3c(n2)SCC3)c1)c1cccs1,-3,/,-2,-4,-3,/,14,-34
COc1ccc(CNC(=O)c2cnc3n(c2=O)CCS3)cc1,-3,-1,-3,-3,-13,4,0,6
COc1ccccc1NC(=O)N1CC[C@@H]2[C@H]1c1cc(C#Cc3ccc(F)cc3)ccc1N(C)[C@@H]2CO,-12,2,-11,-12,4,-4,1,4
O=C(O)c1ccc(N2CCCC2=O)cc1,3,1,/,6,/,-6,/,/

# The listing, previewed entries included:
SMILES,FN deposition inh,PglD inh,S100A4 MyoIIA,PAX8 reporter,LGR2 inh,PGC1a acetyl inh,ERAP1 inh,EWS-Fli inh
COc1cccc(S(=O)(=O)N[C@@H]2CC[C@@H](CC(=O)NC3CCC3)O[C@@H]2CO)c1,/,-1,-2,-4,-15,3,-1,0
C=C(C)C(=O)OC1(C(F)(F)F)Oc2cc(C)ccc2NC1=O (centres undefined),-8,0,/,93*,/,-23,/,/
C[C@H](CO)N1C[C@H](C)[C@@H](CN(C)C(=O)c2cccnc2)Oc2ncc(C#CCN(C)C)cc2C1=O,7,0,0,/,-2,0,2,-13
C[C@@H]1CN([C@H](C)CO)C(=O)c2cc(NC(=O)c3ccccc3)ccc2O[C@@H](C)CCCCO[C@H]1CN(C)S(C)(=O)=O,/,/,/,-13,-18,-4,/,-5
Cc1cc(C)n(-c2ccc(C(=O)NCc3ccc4c(c3)OCO4)cc2)n1,-2,-5,/,-20,/,-5,/,/
CCOC(=O)C(Sc1cc(-c2ccccc2)nc2ncnn12)C(C)=O (centres undefined),3,/,-6,-15,7,1,/,5
C=CCn1c(=O)/c(=C/c2ccc(C)o2)s/c1=C(/C#N)C(=O)c1ccccc1,-4,4,/,-9,/,15,/,/
O=S(=O)(Nc1cccc(-c2cn3c(n2)SCC3)c1)c1cccs1,-3,/,-2,-4,-3,/,14,-34
COc1ccc(CNC(=O)c2cnc3n(c2=O)CCS3)cc1,-3,-1,-3,-3,-13,4,0,6
COc1ccccc1NC(=O)N1CC[C@@H]2[C@H]1c1cc(C#Cc3ccc(F)cc3)ccc1N(C)[C@@H]2CO,-12,2,-11,-12,4,-4,1,4
O=C(O)c1ccc(N2CCCC2=O)cc1,3,1,/,6,/,-6,/,/
O=C(CSCc1ccc(Cl)cc1)NCc1ccc2c(c1)OCO2,-4,1,0,-3,-16,1,0,/
CCN(Cc1ccncc1)C(=O)C(CO)c1ccccc1 (centres undefined),-7,-1,-2,8,0,-14,-1,-1
CN1CCN(C(=O)C2(NC(=O)Nc3cccc(F)c3)CCCCC2)CC1,-7,9,/,-11,/,-3,/,/
O=C(C[C@@H]1C[C@@H]2c3cc(NC(=O)c4cccnc4)ccc3O[C@@H]2[C@@H](CO)O1)NCc1cccnc1,2,-2,-21,-6,1,6,4,-8
CCOC(=O)c1c(-c2ccccc2)csc1NC(=O)CSc1nnnn1C,-3,0,/,/,-30,8,/,/
CNC[C@H]1Oc2ccc(NS(=O)(=O)c3ccc(F)cc3)cc2C(=O)N([C@H](C)CO)C[C@@H]1C,/,5,-2,-12,12,6,2,5
COc1cc(CC(=O)OC2CCOC2=O)cc(OC)c1OC (centres undefined),-1,10,/,-15,/,-57,/,/
CO[C@@H]1CN(C)C(=O)c2cc(NC(=O)C3CC3)ccc2OC[C@@H](C)N(C(=O)c2ccccc2)C[C@@H]1C,5,2,-1,2,16,-2,-1,-9
Clc1ccc(-n2nnnc2SCc2c(-c3ccccc3)nc3sccn23)cc1,-4,-4,/,20,/,12,/,/
O=C(CCCN1CCN(c2ccccn2)CC1)c1ccc(F)cc1,0,1,1,18,/,-8,-1,-8
COC(=O)[C@]1(C)N[C@H](CN(C)S(=O)(=O)c2ccc(C)cc2)[C@@H]2C(=O)N(Cc3ccccc3)C(=O)[C@@H]21,4,-1,8,-18,1,/,0,-1
Cc1noc(C)c1NC(=O)N(C)C[C@H]1OCCCC[C@H](C)Oc2ccc(NS(=O)(=O)c3ccc(F)cc3)cc2C(=O)N([C@H](C)CO)C[C@@H]1C,-15,1,134*,-19,-3,/,-7,-8
Cc1cccc(NC(=O)CNC(=O)[C@H]2O[C@@H](n3cnc4c(N)ncnc43)[C@H](O)[C@@H]2O)c1C,0,-2,-6,7,4,-7,6,6
Cc1ccc([N+](=O)[O-])c(OCC(=O)OCC(=O)c2ccccc2)c1,1,3,5,4,-1,/,4,-1
COc1ccc(N(C)C(=O)CN(C)S(=O)(=O)c2ccc3c(c2)c(=O)n(C)c(=O)n3C)c(OC)c1,1,4,26,1,8,6,1,-4
Cn1cnnc1Sc1ccc(C(=O)OCC(=O)NC2CC2)cc1[N+](=O)[O-],-13,/,-4,2,2,3,-1,17
CC(C(Sc1ccccc1N)c1ccccc1)[N+](=O)[O-] (centres undefined),-19,/,-1,-66,/,-7,1,-1
CCN(CC)CCNC(=O)c1ccc(NC(=O)c2cc(-c3ccncc3)nc3ccccc23)cc1,-1,-4,14,-3,15,1,5,8
Cc1cccc(Nc2ccc3nonc3c2[N+](=O)[O-])c1C,4,-4,2,10,6,4,-2,8
S=c1[nH]nc(-c2ccccc2Br)n1Cc1ccccc1,-9,2,0,27,-2,-5,2,6
COc1cc(Cl)ccc1OCc1cc(C(=O)N2CCC(N(C)C)C2)no1 (centres undefined),1,-1,-5,-11,-5,9,0,/
CC(=O)OCCNc1cc(SC(C)C)c2nonc2c1[N+](=O)[O-],5,/,-2,-12,2,11,3,2
CCN1CCN(C(=S)c2ccc(Br)cc2)CC1,/,-1,4,/,5,-3,3,17
Cc1cccc(S(=O)(=O)N(C)C[C@@H]2OCc3ccccc3-c3ccccc3C(=O)N([C@@H](C)CO)C[C@H]2C)c1,8,2,6,/,19,1,0,-8
Cc1noc(C)c1NC(=O)Nc1ccc2c(c1)CC(=O)N([C@H](C)CO)C[C@H](C)[C@@H](CN(C)C(=O)Nc1ccc(F)cc1)O2,/,-1,6,-6,0,8,-3,-11
C[C@H]1CCCCO[C@@H](CN(C)Cc2ccc(Cl)c(Cl)c2)[C@@H](C)CN([C@@H](C)CO)C(=O)c2cc(NC(=O)Nc3ccc(C(F)(F)F)cc3)ccc2O1,/,-3,-12,83*,-5,0,1,-1
Cc1ccc(S(=O)(=O)N2[C@@H](CO)CO[C@H]2CC(=O)c2ccccc2)cc1,8,/,-12,-6,-2,/,-2,-4
COCC(=O)N1C[C@H](C)[C@@H](OC)CN(C)C(=O)c2cc(NC(=O)C3CCC3)ccc2OC[C@@H]1C,3,1,12,2,4,2,7,3
CC(C)C[C@H]1CN([C@@H](Cc2ccc(O)cc2)CN2CCC[C@H]2CN2C(=O)C(=O)NC[C@@H]2Cc2ccccc2)C(=O)C(=O)N1CC1CCCCC1,-5,/,-1,-5,23,/,-1,24
COc1cc(Cl)ccc1OCc1cc(C(=O)N2CCCCC2c2cccnc2)no1 (centres undefined),-1,0,0,-4,-2,/,2,1
COc1ccc(CN2CCC(CO)(Cc3ccccc3)CC2)cc1Cn1cccn1,-1,/,0,7,2,2,-2,-2
CC(C)(C)NC(=O)COC(=O)c1ccccc1NC(=O)c1ccco1,13,/,3,7,/,/,3,-7
COc1ccccc1CNC(=O)N1CCN(S(=O)(=O)c2ccc(C)cc2)CC1,0,1,-2,5,7,-3,1,4
CCN(CC)CCOc1ccccc1OC,/,-2,-2,0,-5,3,4,/
O=C1c2cccc3cccc(c23)C(=O)N1c1cccc(O)c1,5,-7,-24,-4,-13,2,-2,-9
COc1ccc(N(Cc2ccccc2)S(=O)(=O)c2cc(C(=O)O)ccc2Cl)cc1,6,5,-5,-3,7,/,2,8
O=C1OC(CC(=O)N(Cc2nnc(-c3ccccc3Cl)o2)C2CC2)c2ccccc21 (centres undefined),1,4,2,11,-11,-15,-35,-4
C[C@H]1CN([C@@H](C)CO)S(=O)(=O)c2ccc(-c3cncnc3)cc2O[C@H]1CN(C)C,/,-1,-30,/,23,18,2,-11
Cc1ccc(NC(=O)CCn2cc(C(F)(F)F)ccc2=O)cc1,1,1,-4,1,-4,-9,-3,0
C[C@@H]1ON(C)[C@H]2C[C@H]3c4[nH]c5ccc(-c6ccc7c(c6)OCO7)cc5c4CCN3C[C@@H]12,/,4,-8,-30,-20,-7,24,6
COc1ccc(CN(C)C(=O)c2cc(-c3ccc(C)cc3C)nc3ccccc23)c(OC)c1OC,-14,3,1,20,8,/,-1,34
C[C@H]1CCCCO[C@@H](CN(C)S(=O)(=O)c2ccc(F)cc2)[C@@H](C)CN([C@@H](C)CO)C(=O)c2cc(NS(=O)(=O)c3ccc(F)cc3)ccc2O1,-5,4,/,28,-13,-22,/,11
C[C@H](CO)N1C[C@H](C)[C@H](CN(C)Cc2ccc(Cl)c(Cl)c2)OCCCC[C@H](C)Oc2ccc(NC(=O)C3CCCCC3)cc2C1=O,/,-3,6,/,25,-11,-1,7
O=C(O)CCCn1nc(-c2ccccc2)c2ccccc21,4,-2,1,24,-7,9,3,-1
